Screening results from PubChem BioAssay.
OX1R antag-1 – blocks the human orexin 1 receptor | O43613 | OX1R-expressing cells, FRET antagonist read-out | inhibition, % at 6.6 µM | 330,000 tested, 1.8% active | AID 485270; in the data active means inhibition mostly above about 38%, no sharp cut-off; inactive means mostly below about 40%;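 further: 0% = agonist challenge alone and 100% = reference antagonist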
Target sequence (O43613 whole entry, looked up): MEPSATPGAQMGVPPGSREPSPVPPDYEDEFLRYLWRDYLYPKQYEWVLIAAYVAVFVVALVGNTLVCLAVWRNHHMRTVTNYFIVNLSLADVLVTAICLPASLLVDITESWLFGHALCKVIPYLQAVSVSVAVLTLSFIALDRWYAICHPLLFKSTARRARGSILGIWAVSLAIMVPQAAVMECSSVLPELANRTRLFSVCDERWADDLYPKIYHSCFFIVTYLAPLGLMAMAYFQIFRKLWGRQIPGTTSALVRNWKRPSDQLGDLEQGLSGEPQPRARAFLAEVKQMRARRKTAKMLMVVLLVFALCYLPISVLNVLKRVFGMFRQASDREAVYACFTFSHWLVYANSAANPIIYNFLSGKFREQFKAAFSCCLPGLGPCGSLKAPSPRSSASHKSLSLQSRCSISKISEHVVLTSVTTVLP
OX1R antag-2 – antagonists of human orexin 1 receptor; CHO/OX1R cells, Fluo-8 calcium fluorescence, orexin A; inhibition, % at 5 µM; O43613; 330,000 tested, 0.43% active; AID 434989;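 active means inhibition above its plate's threshold, mean inhibition of all tested compounds on the plate plus 3 SD, cut at about 37% in these data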;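 further: 0% = orexin A challenge wells and 100% = SB-334867-A antagonist wells; not every result past the cut was called active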
STK33 inh – inhibitors of human STK33 kinase. 320,000 tested, 0.073% active. AID 2661. purified STK33, MBP phosphorylation, ADP-Glo luminescence. inhibition, % at 10 µM. Q9BYT3;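 active means inhibition at or above 25%, using the most active replicate where run in duplicate; inactive means inhibition below 25%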
Target sequence (Q9BYT3 whole entry, looked up): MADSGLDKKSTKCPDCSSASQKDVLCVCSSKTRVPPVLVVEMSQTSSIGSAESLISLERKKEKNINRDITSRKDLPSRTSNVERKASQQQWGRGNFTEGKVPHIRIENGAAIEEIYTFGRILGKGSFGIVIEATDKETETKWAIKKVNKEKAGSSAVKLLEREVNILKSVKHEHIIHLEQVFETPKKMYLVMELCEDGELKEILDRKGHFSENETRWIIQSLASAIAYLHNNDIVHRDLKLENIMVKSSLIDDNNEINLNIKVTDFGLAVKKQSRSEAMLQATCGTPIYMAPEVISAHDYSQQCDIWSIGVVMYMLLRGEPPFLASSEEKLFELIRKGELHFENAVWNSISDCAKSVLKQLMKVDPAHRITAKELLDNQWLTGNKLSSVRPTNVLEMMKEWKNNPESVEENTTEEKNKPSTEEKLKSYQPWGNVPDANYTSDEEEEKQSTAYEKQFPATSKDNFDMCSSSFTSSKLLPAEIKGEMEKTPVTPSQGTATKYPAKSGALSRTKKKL
* = called active by the depositor; nt = not tested or not shown.

Every second line gives: STK33 inh | OX1R antag-1 | OX1R antag-2
- CCNc1nc(NCC)n2c(SCC(=O)Nc3c(C)cccc3C)nnc2n1
  nt | 22 | -8
- COc1cc(CNCc2ccccn2)ccc1OCc1c(Cl)cccc1Cl
  0.2 | 10 | -2
- O=C(O)/C(=C\c1ccc(Br)cc1)c1ccc(S(=O)(=O)N2CCCCC2)s1
  -0.4 | 10 | -24
- Cc1nn(C)c(C)c1S(=O)(=O)Nc1ccc2c(c1)OCO2
  -1.5 | 0 | -20
- CSc1nc2nc3c(cc2c(=O)n1-c1ccccc1C)CCCC3
  0.4 | 35 | -13
- COc1ccc(-c2cc(C(=O)NC(Cc3c[nH]c4ccccc34)C(=O)O)c(C)o2)cc1OC (stereo not given)
  9.9 | 33 | -11
- O=C(CN1CCN(C2CCCCC2)CC1)Nc1cccc2ccccc12
  -3.2 | 11 | -16
- CC(=O)Nc1ccc(C(=O)CSc2nnc(Cn3nnc4ccccc43)n2C)cc1
  -1.2 | 11 | -6
- CN(C)CCN(Cc1ccccc1)S(=O)(=O)c1ccc(-c2ccc(=O)[nH]n2)s1
  -0.7 | 23 | -6
- Cc1c(N=Cc2c(O)n(Cc3ccco3)c(=O)c3ccccc23)c(=O)n(-c2ccccc2)n1C
  1.7 | 6 | -14
- O=C(Nc1ccc(N2CCOCC2)cc1)c1cccc2c(Br)cccc12
  -0.8 | 7 | -6
- Cc1ccc(-n2nnnc2CNC(=O)C2CC(=O)N(c3ccc(F)cc3)C2)cc1C (stereo not given)
  0.9 | 5 | -23
- Clc1ccc(-c2nn3c(-c4ccccc4)nnc3s2)cc1
  -0.1 | 32 | -9
- Cc1ccc(NC(=O)Nc2ccc(Cl)cc2)c(Br)c1
  0.7 | 25 | -2
- Cc1ccc(CNC(=O)c2cc(-c3ccccc3)nn2CC2CC(c3cccc([N+](=O)[O-])c3)=NO2)cc1 (stereo not given)
  -2.4 | 39 | -20
- Cc1nn(S(=O)(=O)c2ccc(Br)cc2)c(C)c1S(=O)(=O)N1CCOCC1
  -3.5 | 5 | 0
- COc1ccc(C(=O)NC(Oc2ccccc2)C(Cl)(Cl)Cl)cc1 (stereo not given)
  -1.3 | 15 | -12
- CCOC(=O)CC(=O)CSc1nc(-c2cccnc2)ccc1C#N
  0.5 | -7 | 4
- CC(C)c1ccc(O)c(N)c1
  0.0 | 13 | -9
- OCCNCC12CC3CC(CC(C3)C1)C2
  0.0 | 13 | -5
- Cc1occc1C(=O)N1CCN(S(=O)(=O)c2ccc(F)cc2)CC1
  -1.6 | 6 | -13
- COc1ccc(NC(=O)Cn2nnc(-c3ccccc3NS(=O)(=O)c3ccccc3)n2)cc1
  -0.1 | 26 | 23
- COc1ccc2[nH]c(=O)c(CN(CC3CCCO3)S(=O)(=O)c3ccccc3F)cc2c1 (stereo not given)
  -0.2 | 24 | -29
- O=C(CS(=O)c1cccc(C(F)(F)F)c1)Nc1ccc(Cl)cc1Cl (stereo not given)
  -0.2 | 13 | -28
- CN1CCc2c(sc(NC(=O)Cc3ccc(F)cc3)c2C(N)=O)C1
  0.5 | 9 | 3
- Cc1ccc(S(=O)(=O)N(CC(=O)N/N=C/c2ccco2)c2cc(Cl)cc(Cl)c2)cc1
  -2.4 | 21 | -51
- Cc1nc2ccccn2c1C(=O)NNS(=O)(=O)c1ccc(C(C)(C)C)cc1
  1.5 | 42 | 17
- O=c1c(Cl)c(N2CCN(c3ccc(F)cc3)CC2)cnn1-c1nc2ccccc2s1
  -0.3 | 10 | -15
- CCOC(=O)N1CCN(C(c2ccc(C)cc2)c2sc3nc(C)nn3c2O)CC1 (stereo not given)
  -0.1 | 20 | -14
- CC[C@H](C)[C@@H](C(=O)N1CCNCC1)n1cc([C@@H](N)CC(C)C)nn1
  -1.5 | 11 | -7
- Cc1noc(C)c1CCC(=O)N1CCCC(CO)(Cc2ccccc2)C1 (stereo not given)
  -0.8 | 14 | -27
- COc1ccc(CN2C(=O)c3ccccc3C2OC)cc1 (stereo not given)
  -0.4 | 2 | -10
- CCOC(=O)c1sc(NC(=O)CSc2n[nH]c(-c3ccccc3)n2)c(C#N)c1C
  0.2 | 39 | 46*
- Cc1ccc(F)c([C@H]2[C@H]3C=CC[C@@H](C)[C@@H]3C(=O)N2Cc2ccccc2)c1
  -0.3 | 36 | -39
- Cc1ccccc1NC(=S)N(CCN1CCCCCC1)Cc1cccs1
  -1.6 | 18 | -33
- O=C1CCCC2=C1C(c1ccccc1)n1c(s/c(=C/c3cccc(F)c3)c1=O)=N2 (stereo not given)
  -0.7 | 39 | -28
- Cc1cc(=O)n2nc(N3CCC(C(=O)NCc4cccc(Br)c4)CC3)sc2n1
  2.7 | 16 | 16
- COc1ccc(/C=N/Nc2nc3ccccc3o2)cc1O
  6.2 | 32 | -22
- C/C=C\C=C\C(=O)N1CC2(CC(c3cccc(NC(=O)CC)c3)=NO2)C[C@H]1C(N)=O (stereo not given in full)
  0.3 | 5 | -3
- O=C(Nc1cccc(Oc2ccc(C(=O)O)c(C(=O)O)c2)c1)c1ccc(-c2ccccc2)cc1
  -3.3 | 11 | 6
- COc1cc(/C=C/CO)cc(OC)c1OC/C=C(\C)CCC=C(C)C
  0.5 | 10 | -27
- Cc1c(NC(=O)c2cccs2)cccc1[N+](=O)[O-]
  -1.8 | 3 | 1
- Cc1nnc(SCC(=O)Nc2ccccc2)[nH]c1=O
  0.0 | 14 | 15
- O=C(Nc1ccc2c(c1)CCC2)Nc1ccc2c(c1)OCO2
  -0.2 | 8 | -8
- Cc1ccc(S(=O)(=O)N[C@H](C(=O)NC2CCC(C)CC2)C(C)C)cc1 (stereo not given in full)
  -0.5 | 6 | -38
- O=C(CN(Cc1ccccc1)C(=O)c1csnn1)NCc1ccccc1
  nt | 14 | -25
- COc1ccccc1N(Cc1ccccc1)S(=O)(=O)c1cccc(C(=O)NC2CC(C)(C)NC(C)(C)C2)c1
  -2.3 | 15 | -25
- O=C(N(c1ccccc1)c1ccccc1)N(c1ccccc1)c1ccccc1
  -0.5 | 8 | -10
- CC(C)(C)OC(=O)N1CCCC(C(=O)CC#N)C1 (stereo not given)
  -0.8 | 8 | -54
- O=C(NNC1=NS(=O)(=O)c2ccccc21)c1ccc(Cl)cc1
  -0.2 | 13 | -1
- O=C(CN1CCCC1)Nc1ccc(Br)cc1[N+](=O)[O-]
  -0.9 | 14 | -5
- Cc1cc(C)c(S(=O)(=O)Nc2ccc(Cl)cn2)c(C)c1
  1.7 | 3 | -20
- O=C(Nc1ncc(Cc2cccc(C(F)(F)F)c2)s1)C1CCCO1 (stereo not given)
  -1.9 | 31 | -15
- CSc1ccccc1NC(=O)c1cccc(S(=O)(=O)N2CCN(C)CC2)c1
  0.2 | 23 | -6
- CC(C)(C)c1nnc2sc(SCC(=O)c3ccc(Cl)cc3)nn2c1=O
  -1.7 | 10 | -17
- COc1ccccc1C(=O)NNC(=O)C1CC=CCC1 (stereo not given)
  2.4 | 9 | -9
- CC(=O)c1ccccc1OCC(O)Cn1ccnc1 (stereo not given)
  0.3 | -7 | -25
- O=C(COC(=O)c1ccc(Cl)c(S(=O)(=O)N2CCCCC2)c1)NCC1CCCCC1
  -1.2 | -8 | -40
- Cc1cc(C)n2ncc(C(=O)O)c2n1
  -0.5 | 11 | -14
- C[C@H](NC(=O)c1cc2cc(Cl)ccc2n1C)C(=O)N1CCC[C@H]1C(=O)O
  1.1 | 20 | -9

Further records follow.
Every second line gives: STK33 inh | OX1R antag-1 | OX1R antag-2
- O=S(=O)(NCC(c1ccco1)N1CCN(c2ccccc2)CC1)c1ccc(F)cc1 (stereo not given)
  -1.0 | 14 | -20
- Cc1ccc(C(=S)N2CCCCCC2)cc1
  -0.6 | 1 | -47
- O=[N+]([O-])c1ccc2nc(-c3ccccc3)oc2c1
  1.5 | 17 | -17
- CN(CC(=O)Nc1ccc2c(c1)OCCO2)S(=O)(=O)c1ccc(Br)s1
  -3.1 | 7 | -17
- CN(CC(=O)NCCc1ccccc1)S(=O)(=O)c1ccccc1
  -0.6 | 11 | -35
- O=c1[nH]cnc2sc3c(c12)CCCC3
  3.9 | 6 | 9
- Cc1cc(NC(=O)CSc2nnc(-c3ccccc3)c(-c3ccccc3)n2)no1
  -2.5 | 20 | -30
- CCN(CC)S(=O)(=O)c1ccc(OC)c(NC(=O)CCS(=O)(=O)Cc2ccccc2)c1
  0.0 | 30 | -25
- COc1ccc(CC(O)CC2c3c(cc4c(c3OC)OCO4)CCN2C)cc1 (stereo not given)
  -2.4 | 3 | -14
- COc1ccc(N(Cc2ccccc2)N=O)cc1
  0.3 | 5 | -14
- O=S(=O)(c1cnccc1N1CCN(CCO)CC1)N1CCCCC1
  -1.6 | 21 | -4
- O=C(O)c1ccc2oc(=O)c(S(=O)(=O)c3ccccc3)cc2c1
  -1.4 | -2 | -7
- Cn1c(SCC(=O)N2CCCCCC2)nc2c(c1=O)SCC2
  0.1 | 23 | -1
- O=C(C1=C(O)C(=O)N(Cc2ccco2)C1c1cccnc1)c1cc2ccccc2o1 (stereo not given)
  -1.4 | -25 | -9
- Cc1nn(S(=O)(=O)N2CCCCC2)c(C)c1Br
  -2.0 | 8 | 2
- CC#CCCC(=O)N1C=Cc2ccccc2C1C#N (stereo not given)
  0.9 | 12 | -7
- CN(NC1OC(=O)c2ccccc21)c1ncc(Cl)cc1C(F)(F)F (stereo not given)
  -0.1 | 9 | -10
- COc1ccc(C(=O)C2CCN(C(=O)Nc3ccc(C)cc3)CC2)cc1
  -1.0 | 13 | -4
- CC(C)CNC(=O)C1CCN(Cc2ccc(OCc3ccccc3)cc2)CC1
  -1.9 | -4 | -4
- COc1cc(/C=C/C(=O)c2cccc([N+](=O)[O-])c2)cc(OC)c1OC
  -0.2 | 10 | -32
- O=[N+]([O-])c1ccc(O)c(Nc2c([N+](=O)[O-])ccc3nonc23)c1
  3.7 | 27 | -1
- Cc1cc(NC(=O)COn2nnc3ccc(S(C)(=O)=O)cc32)ccc1Br
  -1.3 | 32 | -5
- COc1ccc(CN2C(=O)CN=C2Nc2cccc(C)c2C)cc1
  -0.2 | 8 | -20
- COc1ccc(S(=O)(=O)N2CCC(C(=O)NCCCc3ccccc3)CC2)cc1
  -2.7 | 7 | -15
- C[C@H]1CN=C(N(C)C)N1CCc1ccc(F)cc1
  -2.7 | 24 | 1
- COc1ccccc1C(=O)NNC(=O)c1ccc(C)cc1
  1.2 | 11 | -20
- CC(C)c1nc(SCC(=O)Nc2nc3c(s2)CCCC3)c2ccccc2n1
  -3.1 | 33 | 40
- CCn1c(=O)n(CC)c2cc(N3CCCC3)c(NC(=O)c3cccc(Cl)c3)cc21
  2.8 | 16 | -35
- COc1ccc(C(C)=O)cc1COC(=O)CNC(=O)c1ccc(Cl)cc1
  -1.4 | 17 | -31
- CN(C(=O)CSc1nnc(CN2CCCC2)n1Cc1ccccc1)c1ccccc1
  0.3 | 9 | -23
- Cc1ccc(-c2nc(Nc3cccc(O)c3)c3ccccc3n2)cc1
  -0.4 | -6 | -7
- O=C(CSc1nnc(-c2ccc(F)cc2)o1)N1CCCC1
  -0.3 | 8 | 5
- O=C(COC(=O)COc1ccccc1F)Nc1ccc(Cl)cn1
  -0.9 | 13 | -16
- COc1cccc(C2CC(c3ccccc3)Nc3ncnn32)c1 (stereo not given)
  -0.3 | 22 | -14
- COC(=O)N1CCCc2cc(C)ccc21
  -1.0 | 21 | -14
- O=C(CN(C(=O)CNC(=O)c1cccs1)c1ccccc1F)NC1CCCC1
  -0.7 | 5 | -6
- Cc1cc(=O)n2nc(N3CCC(C(=O)Nc4cccc(Cl)c4C)CC3)sc2n1
  -0.1 | 9 | -18
- CCOc1ccc(-c2cn3ccccc3n2)cc1[N+](=O)[O-]
  1.1 | 25 | -8
- Cc1ccc(S(=O)(=O)N2CCCCC2)cc1C(=O)N(CCc1ccccc1)Cc1ccccc1
  nt | 16 | -24
- COc1ccc2c(C)cc3nnnn3c2c1
  0.7 | 17 | -6
- CCOc1ccccc1NC(=O)C1CCCN(S(=O)(=O)c2ccccc2)C1 (stereo not given)
  1.1 | 47 | 9
- O/N=C1\CCCc2ccc(Cl)cc21
  0.4 | 1 | -7
- O=C(COC(=O)/C=C/c1ccc2c(c1)OCO2)Nc1ccc(S(=O)(=O)N2CCCC2)cc1
  1.0 | 2 | -20
- NC(=O)CSc1nnc2ccc(-c3ccc(Cl)cc3)nn12
  -1.7 | 49 | -5
- CC(=O)c1ccc(N=Cc2c(O)n(-c3cc(Cl)ccc3N3CCOCC3)c(=O)c3ccccc23)cc1
  0.8 | 10 | -17
- CCCCN(CCCC)c1nc(OC)nc(-n2nnc(C(C)=O)c2C)n1
  -2.2 | 12 | -39
- Cc1cc([N+](=O)[O-])nn1CC(=O)N(C)C1CCCCC1
  -0.3 | 11 | 5
- CCCN(CC(=O)Nc1cccc(S(N)(=O)=O)c1)CC(=O)Nc1ccc(F)c(F)c1F
  -1.8 | 14 | -16
- CN(C)C(CNC(=O)c1coc2ccccc2c1=O)c1ccccc1 (stereo not given)
  2.6 | 7 | -32
- CCN(CC)S(=O)(=O)c1ccc(/C=C/C(=O)OCC(=O)NC(=O)C2COc3ccccc3O2)cc1 (stereo not given)
  -1.0 | 10 | 31
